Compound activity from PubChem BioAssay.
ADAM10 inh – inhibitors of human ADAM10; recombinant ADAM10, EDANS/DABCYL FRET peptide cleavage, 3 h; O14672; inhibition, % at 7 µM; hit rate 0.62% among 370,000;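 active = inhibition above a per-campaign cutoff equal to the mean of compounds falling between control-based bounds plus 3 SD, cut at about 20% in these data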;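 also: 0% = DMSO wells while the 100% control is not disclosed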
Tn6 DDE FP – disrupts Tn6 cyclic peptide binding to fibrin D-Dimer-E complex; P02675; Fibrin DD(E) TRITC-Tn6 fluorescence polarization displacement; inhibition, % at 8.3 µM; hit rate 0.21% among 370,000;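 active = inhibition above a per-campaign cutoff: mean of compounds within control limits plus 3 SD, cut at about 15% in these data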;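 also: 0% = median of all compound wells on the plate and 100% = blocking peptide control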
ASAP1 GAP inh – inhibitors of human ASAP1 ArfGAP activity. hit rate 0.19% among 360,000. Q9ULH1. inhibition, % at 16.5 µM. ASAP1-stimulated ARF1 GTP hydrolysis, GDP FP detection; in the data active = inhibition above about 25%;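 also: 0% = vehicle with enzyme and substrate and 100% = no enzyme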
Target sequence (Q9ULH1 325-724 limits assumed): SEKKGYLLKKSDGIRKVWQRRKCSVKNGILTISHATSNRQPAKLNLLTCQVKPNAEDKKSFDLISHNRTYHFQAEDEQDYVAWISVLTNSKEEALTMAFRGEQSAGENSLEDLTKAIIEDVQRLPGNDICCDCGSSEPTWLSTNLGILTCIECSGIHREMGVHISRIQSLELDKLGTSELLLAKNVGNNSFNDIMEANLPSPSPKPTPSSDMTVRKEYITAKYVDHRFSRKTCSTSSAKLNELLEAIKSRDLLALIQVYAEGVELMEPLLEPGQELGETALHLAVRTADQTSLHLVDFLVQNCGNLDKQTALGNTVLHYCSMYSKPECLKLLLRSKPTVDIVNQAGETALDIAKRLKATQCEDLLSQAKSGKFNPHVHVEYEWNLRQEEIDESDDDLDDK
NPR1 activator – GC-A (human) enzyme activation; P16066; hit rate 0.14% among 370,000; activation, % at 10 µM; AID 1671463; HEK293 GC-A cells, cGMP TR-FRET, EC30 ANP; 0% at EC30 ANP, 100% saturating ANP; in the data active = activation above about 40%
sPLA2-III inh – Blocks human group III sPLA2 activity; Q9NZ20; QFRET BODIPY PC-A2 liposome hydrolysis, fluorescence; inhibition, % at 12.2 µM; hit rate 0.56% among 370,000;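 active = inhibition above mean plus 3 SD of compounds lying within the high and low control bounds, cut at about 19% in these data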;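 also: 0% = median of test compound wells and 100% = no enzyme DMSO wells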
Target sequence (Q9NZ20 whole entry, looked up): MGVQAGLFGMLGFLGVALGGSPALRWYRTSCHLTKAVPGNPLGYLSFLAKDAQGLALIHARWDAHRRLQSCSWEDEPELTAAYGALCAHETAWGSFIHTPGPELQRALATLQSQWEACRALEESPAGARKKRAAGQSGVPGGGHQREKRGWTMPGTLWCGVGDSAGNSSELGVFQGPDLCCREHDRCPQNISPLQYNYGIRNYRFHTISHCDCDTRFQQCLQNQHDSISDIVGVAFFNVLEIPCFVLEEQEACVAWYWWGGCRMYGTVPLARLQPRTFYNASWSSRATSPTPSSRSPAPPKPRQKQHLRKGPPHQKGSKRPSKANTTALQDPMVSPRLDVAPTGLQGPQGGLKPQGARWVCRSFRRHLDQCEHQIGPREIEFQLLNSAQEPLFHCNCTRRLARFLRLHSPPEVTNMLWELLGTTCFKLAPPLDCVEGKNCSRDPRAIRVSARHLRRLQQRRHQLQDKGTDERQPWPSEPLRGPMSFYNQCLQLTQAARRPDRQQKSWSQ
KLK7 zymogen act – activators of human kallikrein-7 zymogen. P49862. purified proKLK7, EDANS-DABCYL substrate fluorescence; 100% is mature enzyme control, 0% vehicle. activation, % at 7 µM. hit rate 0.9% among 370,000;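 active = activation above the mean of all tested compounds plus 3 SD, computed per campaign excluding outliers beyond control limits, cut at about 13% in these data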
GAA850 FXN act – increases GAA850 frataxin promoter reporter activity | HEK293 lucGAA850 FXN promoter luciferase reporter, 24 h; percent of 10 µM SAHA response | activation, % at 6 µM | hit rate 0.56% among 360,000 | AID 540364;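 active = activation above the average of all compounds screened plus 3 SD, cutoff fixed separately per campaign, cut at about 7.5% in these data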;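 also: 0% = DMSO wells and 100% = 10 µM SAHA wells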
rCAG binder – molecules binding r(CAG) RNA repeats. hit rate 1.3% among 370,000. inhibition, % at 3 µM. r(CAG) RNA repeat, TO-PRO-1 dye displacement fluorescence;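 active = inhibition above the plate cutoff, the mean of all test compounds on that plate plus 3 SD, cut at about 35% in these data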;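 also: 0% = DMSO alone and 100% = 100 µM mitoxantrone as full dye displacement; higher means more dye released from RNA so lower well fluorescence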
ARFGAP1 inhibitor – inhibits rat ARF GTPase activating protein 1; Q62848; Arfgap1-stimulated ARF1 GTP hydrolysis, GDP FP detection; inhibition, % at 16.5 µM; hit rate 0.26% among 360,000; AID 651572;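 active = inhibition above a per-plate limit, mean inhibition of low control wells plus 3 SD, cut at about 25% in these data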;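 also: 0% = DMSO wells with enzyme and 100% = wells lacking Arfgap1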
Target sequence (Q62848 1-136 limits assumed): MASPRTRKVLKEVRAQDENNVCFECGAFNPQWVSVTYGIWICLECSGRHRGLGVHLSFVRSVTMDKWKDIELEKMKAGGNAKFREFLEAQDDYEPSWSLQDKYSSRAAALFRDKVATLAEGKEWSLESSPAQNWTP
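Material: truncated rat Arfgap1 GAP domain; Incubation: compound-enzyme preincubation 20 min, reaction 120 min, detection 60 min, 25 °C; Read-out: percent inhibition of Arfgap1-stimulated GTP hydrolysis; Technique: FP, GDP Alexa 633 tracer displaced from anti-GDP antibody, 620/688 nm; Controls: No-Arfgap1 wells (100%) versus DMSO full-reaction wells (0%); Replication: single well per compound.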
GC-B act – GC-B (human) receptor activation; AID 1920062; HEK293-GC-B cells, CNP EC30, cGMP TR-FRET; 0% at EC30 CNP, 100% saturating CNP; activation, % at 10 µM; hit rate 0.11% among 370,000;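 active = activation at 10 µM reaching about 35% in either raw or pattern-adjusted values, limit read from the data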
* = called active by the depositor; i = inactive; · = no result given.

| molecule | ADAM10 inh | Tn6 DDE FP | ASAP1 GAP inh | NPR1 activator | sPLA2-III inh | KLK7 zymogen act | GAA850 FXN act | rCAG binder | ARFGAP1 inhibitor | GC-B act |
| --- | --- | --- | --- | --- | --- | --- | --- | --- | --- | --- |
| C/C(=N/NC(=O)CNC(=O)C1COc2ccccc2O1)c1ccc([N+](=O)[O-])cc1 (stereo not given) | 1 | 3 | -7 | -10 | -9 | -0.4 | -1.9 | 4 | -2 | -3 |
| Cc1ccccc1NC(=O)CNc1ccc(Cl)c(C(F)(F)F)c1 | 16 | 1 | -5 | 3 | -12 | -0.6 | 1.2 | 3 | -8 | 4 |
| CC(=O)C(=Nc1ccccc1Cl)NNc1ccc(Cl)cc1 | 5 | -1 | 4 | 1 | 17 | -0.6 | 3.1 | -1 | -4 | 19 |
| Cc1cccc(N2C(=O)CC(Cn3nc(C)cc3C)C2=O)c1 (stereo not given) | 1 | -1 | 21 | 0 | -2 | 0.9 | 2.7 | 0 | 8 | 1 |
| O=C(O)CCCn1cc(NC(=O)COc2ccc(F)cc2F)cn1 | -2 | -7 | 3 | 2 | 6 | 0.3 | 1.0 | -2 | 13 | 2 |
| COc1cc(C(=O)N2CCOC23CCN(Cc2ccccc2)CC3)cc(OC)c1OC | -6 | 3 | 7 | 2 | 8 | 0.0 | 0.1 | 0 | 12 | -4 |
| COc1ccc(S(=O)(=O)Nc2cc3c4c(oc3c3ccccc23)CCCC4=O)cc1 | 9 | -3 | 5 | -2 | -44 | 0.1 | -5.0 | 15 | 11 | -2 |
| Cn1c(SCC(=O)c2ccc(O)c(O)c2)nnc1-c1cccs1 | -2 | 4 | 3 | -5 | -3 | 0.9 | -0.5 | 5 | -9 | -2 |
| COc1ccc(C(=O)N/C(=C/c2cccc3ccccc23)C(=O)NCCc2c[nH]c3ccccc23)cc1OC | 13 | 2 | 11 | 0 | -77 | -6.2 | -4.4 | 16 | -3 | 4 |
| Cc1ccc(C(=O)OCC(=O)NCC(F)(F)F)cc1C | -1 | -2 | -5 | 2 | 3 | 0.1 | 0.8 | -1 | -1 | 2 |
| CCC[C@@H](/C=C/C(=O)OC(C)(C)C)Sc1ccc(C(C)(C)C)cc1 | -15 | 3 | · | -1 | 19 | 0.7 | · | 1 | · | 2 |
| Cn1c(=O)n(Cc2ccccc2F)c2ccccc21 | -11 | -7 | -18 | 1 | 6 | -0.2 | 2.6 | -5 | -3 | 3 |
| CCN(CC)CCCNC(=O)CSc1c2c(nc3cc(Cl)ccc13)CCCC2 | -3 | 0 | 15 | -2 | 3 | -0.6 | 7.3 | -3 | 13 | 5 |
| CS(=O)(=O)N1C[C@]2(c3ccccc3)CC1Cc1ccccc12 | -2 | -2 | · | -11 | 4 | · | · | · | · | -8 |
| CCCCNC(=O)C[C@H]1C[C@@]2(C(=O)OC)C(=C[C@H](C(C)C)O[C@@H]2C2CC2)N(CCc2ccc(OC)c(OC)c2)C1=O | -4 | 8 | · | -1 | -2 | 0.3 | · | 1 | · | 0 |
| Cc1ccccc1C(=O)Nc1ccnn1C1CCN(C(=O)c2cnsn2)CC1 | -3 | -3 | 2 | 1 | 1 | 0.1 | 2.5 | -2 | -9 | 2 |
| Cc1cc(OCC(=O)NCCCN2CCCC2=O)c2c(C)c(C)c(=O)oc2c1 | i | -1 | 7 | -6 | 2 | 9.7 | -1.3 | -5 | -10 | -9 |
| CC(C)(CO)Nc1ccc([N+](=O)[O-])cc1[N+](=O)[O-] | -1 | -2 | -6 | 4 | 2 | 0.4 | 0.8 | -1 | -2 | 6 |
| O=C1CSC(c2ccccn2)N1Cc1cn2ccccc2n1 (stereo not given) | -6 | -5 | -15 | 1 | 5 | -0.1 | -2.2 | -3 | -7 | 4 |
| C[C@H](CO)N1C[C@H](C)[C@@H](CN(C)C(=O)Nc2ccccc2)Oc2c(NC(=O)NC3CCCCC3)cccc2C1=O | 2 | -3 | 14 | 1 | -5 | -0.2 | -1.7 | 5 | 7 | 3 |
| CCCc1ccc(-c2c(C)sc(NC(=O)c3ccnn3C)c2C#N)cc1 | 11 | 3 | -8 | -2 | 1 | 0.3 | -1.8 | 11 | 5 | 7 |
| C/C(=N\NS(=O)(=O)c1ccc(C)cc1)c1ccc(Br)s1 | 6 | 0 | -13 | -6 | -24 | -0.5 | 0.2 | 20 | -4 | 0 |
| Cc1ccc(CNC(=O)c2cn(C3CCCCC3)c(=O)c3c2c2ccccc2n3C)o1 | -130 | 3 | 3 | -1 | -6 | -2.0 | 1.4 | 4 | 0 | -6 |
| O=C(Nc1ccc(F)cc1)C(Sc1nnc2ccccn12)c1ccccc1 (stereo not given) | -4 | 2 | 5 | -7 | -9 | 0.3 | -2.9 | -4 | 2 | -1 |
| Cc1cc(NC(=O)Cn2nc(C(=O)O)c3ccccc3c2=O)ccc1Br | -6 | 3 | 10 | -3 | -2 | -0.3 | 1.6 | 2 | 10 | -3 |
| N#Cc1cc(Cl)c(N2CCOCC2)cc1C#N | -7 | 3 | 9 | 2 | -5 | -0.1 | 5.6 | -2 | 0 | 1 |
| CC1CN(S(=O)(=O)c2ccc(C(=O)Nc3ccc(S(=O)(=O)Nc4ncccn4)cc3)cc2)CC(C)O1 (stereo not given) | -3 | 7 | -7 | 0 | 2 | -0.2 | 2.2 | 11 | -6 | 2 |
| CCN(CC(=O)Nc1ccccc1OC)C(=O)COc1ccc2ccccc2c1 | -4 | -1 | 3 | -2 | -6 | 0.7 | 0.4 | -4 | 1 | -1 |
| COc1cccc(CN(C)CC(=O)NCc2ccc(F)cc2)c1OC | -3 | 0 | 11 | -4 | -7 | -0.8 | 1.3 | -10 | 6 | 0 |
| Cc1ccc(OC(=O)Nc2ccccc2)cc1 | 15 | 0 | -9 | 7 | 1 | 0.3 | 2.1 | -1 | 6 | 2 |
| COc1ccc(Cl)cc1NC(=O)COc1cccc(-n2cnnn2)c1 | 3 | -3 | 17 | -6 | -2 | 0.0 | -4.6 | 3 | 8 | 1 |
| Cc1ccc(C(=O)Nc2cccc(C(=O)N3CCOCC3)c2)cc1 | 1 | -1 | 15 | -2 | 0 | 0.2 | 2.7 | -4 | 6 | -2 |
| C[C@@H]1O[C@H](C2CCCC2)Cc2[nH]c(=S)[nH]c(=O)c21 | 5 | -3 | -14 | -3 | 0 | 0.3 | · | 4 | 4 | 3 |
| C[C@@H]1CN([C@H](C)CO)C(=O)CCCn2cc(nn2)CO[C@H]1CN(C)C(=O)C1CCCCC1 | 3 | 3 | -7 | 3 | 7 | 0.2 | · | 1 | 2 | -3 |
| O=C(O)C1CC=CCC1C(=O)NNc1ccccc1 (stereo not given) | -15 | 6 | -11 | 0 | 2 | 0.8 | 0.0 | 0 | -6 | 1 |
| COc1ccc(CNC(=O)c2cccnc2Sc2ccc(C)c(C)c2)cc1 | -3 | -1 | 1 | -1 | -1 | -0.3 | 3.2 | 1 | 9 | -5 |
| CCCNCC(O)Cn1c2ccccc2n2c(=O)cc(C)c(C#N)c12 (stereo not given) | -77 | 6 | -8 | 3 | 0 | -0.7 | -5.2 | 6 | 16 | -1 |
| O=C(N[C@@H](Cc1ccccc1)C(=O)N1CCN(S(=O)(=O)c2cccc(F)c2)CC1)c1ccco1 | -5 | 0 | 1 | -3 | -3 | -0.5 | -1.3 | 1 | 1 | 3 |
| CCS(=O)(=O)n1nc(-c2ccc(Cl)cc2)nc1N | -4 | 4 | -11 | 40 | -5 | -0.1 | 0.4 | 1 | -11 | -3 |
| COc1ccccc1NC(=O)C1CCCN(c2nc(C)cc(C)n2)C1 (stereo not given) | -13 | -8 | 5 | -3 | 10 | -0.1 | 0.9 | -5 | 20 | 0 |
| O=C(CCC(=O)OCC(=O)c1ccc(-c2ccccc2)cc1)Nc1cccc(Cl)c1 | 3 | 1 | -19 | -2 | -1 | 0.4 | 2.9 | 3 | 0 | 4 |
| CC(=O)Oc1ccc(-c2cccc(C(=O)NCCCO)c2)cc1 | 6 | 5 | 3 | -4 | 3 | -0.5 | -2.5 | -2 | 6 | -4 |
| CN(C)S(=O)(=O)N1CCc2ccc(NC(=O)c3ccccc3Cl)cc2C1 | -1 | 6 | -2 | 4 | -5 | 0.4 | 2.3 | -4 | -4 | 4 |
| CCN(CC)C(=O)Cn1c(=O)n(-c2ccccc2)c(=O)c2c3c(sc21)CCC3 | -7 | 1 | 17 | 4 | -6 | 0.5 | -3.0 | -3 | 3 | 1 |
| CCc1cccc(NC(=O)CCS(=O)(=O)c2cc3c(cc2C)NC(=O)CO3)c1 | -4 | 6 | -2 | 1 | 0 | -0.6 | 0.7 | 4 | 4 | 3 |
| CN1C(=O)N(c2cccc3ccccc23)C(n2cncn2)C1(C)C (stereo not given) | 5 | 4 | -3 | -1 | 0 | -0.4 | 2.0 | 1 | 9 | 3 |
| COc1ccccc1CCC(=O)Nc1ccc(S(=O)(=O)Nc2cc(C)nc(C)n2)cc1 | -2 | -1 | 3 | 1 | -14 | 0.2 | -0.9 | 6 | -1 | 6 |
| CC(C)(C)C(=O)Nc1nc(NC(=O)C(C)(C)C)nc(-c2ccccc2Cl)n1 | -5 | 4 | 1 | -1 | -1 | -0.3 | -0.4 | -9 | 3 | 2 |
| O=S(=O)(NC1=NCCC1)c1cccc(NS(=O)(=O)c2ccc(F)c(Cl)c2)c1 | -11 | -9 | 10 | 0 | 3 | -0.2 | 0.6 | 2 | -2 | 11 |
| FC(F)(F)c1ccc(/C=N/N2CCN(Cc3cccc4ccccc34)CC2)cc1 | 1 | 7 | -1 | 0 | 2 | -0.2 | 1.8 | 0 | -6 | -1 |
| COc1ccc(S(=O)(=O)N2CCCC(C(F)(F)F)C2)cc1 (stereo not given) | 1 | 2 | 2 | 2 | 1 | 0.5 | 0.3 | -2 | 1 | -2 |
| COc1ccc2cc(Br)ccc2c1CC(=O)NC(C)(C)C | -8 | -7 | 5 | -9 | 7 | -0.5 | -0.5 | -7 | 2 | -5 |
| Cc1cccnc1NC(=S)NC(=O)c1cncc(Br)c1 | -54 | -4 | -6 | 0 | 6 | 32* | 0.0 | -2 | 5 | 2 |
| O=c1c2ccccc2cnn1Cc1n[nH]c(=S)n1-c1ccccc1Cl | 3 | -2 | -2 | 0 | 8 | -0.6 | 3.6 | 3 | 3 | 7 |
| Cc1nc2c3ccccc3n(CC#N)c(=O)n2n1 | -7 | 1 | 4 | 7 | 1 | -0.2 | 1.2 | 1 | 6 | 3 |
| COCCn1c(=NC(=O)c2ccc3c(c2)OCCO3)sc2cc(S(N)(=O)=O)ccc21 | i | -2 | 9 | 13 | -8 | -56 | -0.1 | 14 | 0 | -14 |
| COC(=O)C1=CN(c2ccc(C(C)(C)C)cc2)C(N)=C(C#N)C1c1ccccc1F (stereo not given) | -12 | 2 | -10 | 0 | -7 | 0.4 | · | 7 | -1 | -1 |
